# KCNQ1 pot: potentiators or activators of human KCNQ1 potassium channel | P51787 | CHO-K1 KCNQ1, thallium flux FluxOR fluorescence; hits give high values | B-score at 10 µM | actives 0.35% (n = 310,000);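 active means fluorescence ratio B-score, a plate-corrected score, at least three library SD, with initial intensity B-score within 5 SD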
#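 Test system: CHO-K1 cells stably expressing KCNQ1 / Medium: assay buffer / Also added: depolarizing K+/Tl+ stimulus, K2SO4 and Tl2SO4 each 12.5 mM in 5x stock / Incubation: 90 min dye loading and 20 min compound exposure, both at room temperature / Signal: thallium influx via FluxOR fluorescence, kinetic imaging / Evaluation: B score of baseline-normalized fluorescence ratio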
# hERG protect: hERG (human) protection from proarrhythmic block. Q12809. CHO-hERG, FluxOR thallium flux, dofetilide IC70 present. activation (rescue from dofetilide block), less the hit threshold, % at 10 µM. actives 0.51% (n = 310,000);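 active means activation above the mean of controls blocked by dofetilide plus 5 SD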;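 further: thallium influx through hERG after potassium depolarization seen as dye fluorescence rise; in these data hits start at about 4.7%; inactives centre near -7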
# Target sequence (Q12809 whole entry, looked up): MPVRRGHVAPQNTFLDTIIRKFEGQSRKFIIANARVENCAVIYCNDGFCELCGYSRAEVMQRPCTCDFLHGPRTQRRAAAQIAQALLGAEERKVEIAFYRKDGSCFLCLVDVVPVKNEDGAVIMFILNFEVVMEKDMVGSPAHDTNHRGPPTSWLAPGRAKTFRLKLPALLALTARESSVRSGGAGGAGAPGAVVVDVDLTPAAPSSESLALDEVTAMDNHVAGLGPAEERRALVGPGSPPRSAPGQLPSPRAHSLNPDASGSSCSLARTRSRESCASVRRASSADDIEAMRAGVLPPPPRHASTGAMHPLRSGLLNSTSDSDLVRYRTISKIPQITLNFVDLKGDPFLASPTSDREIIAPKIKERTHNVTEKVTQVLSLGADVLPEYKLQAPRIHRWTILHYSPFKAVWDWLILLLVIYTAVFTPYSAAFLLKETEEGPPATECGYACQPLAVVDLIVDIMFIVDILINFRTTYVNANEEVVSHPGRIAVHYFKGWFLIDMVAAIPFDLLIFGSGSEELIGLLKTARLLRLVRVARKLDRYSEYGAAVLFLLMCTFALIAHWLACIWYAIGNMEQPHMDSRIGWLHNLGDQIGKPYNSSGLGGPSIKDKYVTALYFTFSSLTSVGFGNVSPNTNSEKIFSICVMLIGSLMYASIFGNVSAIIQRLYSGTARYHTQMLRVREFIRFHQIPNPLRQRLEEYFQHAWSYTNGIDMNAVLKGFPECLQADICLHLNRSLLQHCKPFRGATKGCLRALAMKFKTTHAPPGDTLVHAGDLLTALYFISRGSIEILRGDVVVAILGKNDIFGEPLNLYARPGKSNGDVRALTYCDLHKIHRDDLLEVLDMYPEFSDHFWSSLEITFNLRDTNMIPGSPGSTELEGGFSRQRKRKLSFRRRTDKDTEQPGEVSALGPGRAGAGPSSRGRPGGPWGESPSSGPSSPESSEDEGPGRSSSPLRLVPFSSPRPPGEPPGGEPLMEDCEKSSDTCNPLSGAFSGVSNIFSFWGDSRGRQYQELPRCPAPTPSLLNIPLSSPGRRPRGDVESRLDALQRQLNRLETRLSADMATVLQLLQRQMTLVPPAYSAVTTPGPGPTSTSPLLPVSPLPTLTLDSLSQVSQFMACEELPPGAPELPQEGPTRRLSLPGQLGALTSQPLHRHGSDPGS
# HDAC3 inhib: inhibitors of human histone deacetylase 3; O15379; recombinant HDAC3, fluorogenic peptide/trypsin coupled, fluorescence; inhibition, % at 8.3 µM; actives 0.15% (n = 320,000); AID 2718; in the data active means inhibition above about 26%, passing the limit was not always enough
# TMEM16A act: activates or potentiates the mouse TMEM16A chloride channel; Q8BHY3; HEK293 TMEM16A/YFP-H148Q/I152L, iodide quench fluorescence; hits give low values; B-score at 10 µM; actives 0.3% (n = 340,000); AID 623877;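 active means fluorescence-ratio B-score plate-corrected deviation score at least 3 library SD below zero, with starting fluorescence score within 5 deviations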;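 further: channel opened by trigger with iodide after compound preincubation; score built on the fluorescence ratio of max minus min over baseline; more negative score means more quench and so TMEM16A activation or potentiation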
# SKKanGAS inh: blocks kanamycin growth of S. pyogenes SKKanGAS strain; BacTiter-Glo, 6 h; inhibition, % at 7.5 µM; AID 1662; actives 1.3% (n = 300,000);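 active means mean replicate score, as percent of positive control median, at least 50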;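 further: strain carries kanamycin resistance gene driven by streptokinase promoter and grows in 40 µg/ml kanamycin; loss of luminescence reflects streptokinase promoter inhibition or plain growth inhibition; 0% = median of DMSO wells and 100% = positive control at its reference dose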
# KCNK3 inh: human KCNK3 channel inhibition, primary screen; O14649; CHO-KCNK3 thallium flux, FluxOR fluorescence; hits give low values; B-score at 10 µM; actives 0.84% (n = 340,000);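 active means B-score under library mean minus 4 SD, starting fluorescence ratio at most library mean plus 5 SD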;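 further: more negative B-score means stronger inhibition of thallium flux through KCNK3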
# RGS4 act: RGS4 potentiation or activation. HEK293 M3R/inducible RGS4, carbachol calcium flux Fluo4; hits give low values. B-score at 10 µM. actives 0.92% (n = 310,000). AID 463111;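 active means B-score of the integrated calcium signal more than 4 SD below the library mean, with starting fluorescence not abnormally high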;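 further: negative B-score means reduced calcium response which marks RGS4 activation or potentiation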
#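 Material: Inducible-RGS4 HEK293 cells carrying M3 receptor; also added: carbachol at ECmax as muscarinic agonist stimulus; incubation: compound preincubation 20 min at room temperature before agonist; signal: Fluo4-AM (2 µM) calcium-flux fluorescence, kinetic read; measure: integrated calcium ratio converted to B score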
# KCNK9 inh: blocks the human KCNK9 two-pore domain potassium channel; Q9NPC2; HEK293 KCNK9, FluxOR thallium flux fluorescence; hits give low values; B-score at 10 µM; actives 1.2% (n = 310,000);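 active means ratio B-score over 3 SD below the library mean, with starting fluorescence within 5 SD of its mean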;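 further: negative B-score means less thallium flux so channel inhibition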
# RGS4 block: human RGS4 inhibition; actives 0.45% (n = 310,000); P49798; HEK293 M3R/RGS4 inducible, Fluo-4 calcium flux; hits give high values; triggered by carbachol at its EC20; B-score at 10 µM; AID 463165;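 active means B-score, a plate-corrected calcium signal, over three deviations above library mean, with baseline fluorescence within five deviations of library mean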;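 further: RGS4 expression induced by doxycycline in cells with stable M3 receptor; B-score is computed from the integrated fluorescence ratio over baseline after carbachol; higher B-score means a larger calcium signal and so more RGS4 inhibition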
# KCNQ1 block: human KCNQ1 channel inhibition | P51787 | CHO-K1 KCNQ1, FluxOR thallium flux fluorescence; hits give high values | B-score at 10 µM | actives 1.3% (n = 310,000) | AID 2642;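 active means compounds whose thallium flux B-score, printed positive for inhibition, exceeds three library SD while starting fluorescence stays within three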;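 further: channel opened by potassium depolarization with thallium stimulus after 20 min compound exposure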
# ANO1 block: blocks the mouse calcium-activated chloride channel TMEM16A; HEK293 TMEM16A/YFP iodide influx fluorescence, ionomycin; normalized B-score (activity score, 25-100; higher = stronger inhibition) at 10 µM; AID 588511; actives 1.2% (n = 310,000); Q8BHY3;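 active means ratio plate-corrected score three or more library SD toward inhibition, starting fluorescence score within five deviations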;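 further: score derived from kinetic fluorescence span divided by baseline fluorescence per well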
# Starred values were filed as active, the others as inactive; i = inactive; . = not tested or not shown.
[1] O=C(C[n+]1ccc(-c2nnc3n2CCC3)cc1)c1ccc(Cl)cc1
[2] O=C1CCC(CCC(=O)N2CCCC(C(=O)c3cccc(C(F)(F)F)c3)C2)=NN1 (stereo not given)
[3] COc1ccc(-n2ccnc2SCC(=O)NCc2ccc3c(c2)OCO3)cc1
[4] Cc1cc(C(=O)N(NC(=O)C(C)C)c2ccccc2)cs1
[5] Cc1nc2scc(-c3cccs3)c2c(=O)[nH]1
[6] CN(CCOc1ccc(Cl)cc1)CC(=O)Nc1ccc(OC(F)F)cc1
[7] O=C(Nc1ccccc1C(=O)N1CCCCC1)c1cccc(S(=O)(=O)N2CCOCC2)c1
[8] COc1cc(OC)cc(-c2nc(-c3ccccc3OC)no2)c1

assay / compound	1	2	3	4	5	6	7	8
KCNQ1 pot	i	i	i	i	i	i	i	i
hERG protect	-5	-6	-15	-9	-5	-9	-7	-1
HDAC3 inhib	-1	-1	0	-9	-6	1	7	5
TMEM16A act	i	i	i	i	i	i	i	i
SKKanGAS inh	-3	-2	0	7	-8	-5	-5	-6
KCNK3 inh	i	i	i	i	i	i	i	i
RGS4 act	i	i	i	i	i	i	i	i
KCNK9 inh	i	i	i	i	i	i	i	i
RGS4 block	i	i	i	i	i	i	i	i
KCNQ1 block	i	i	i	i	i	i	i	i
ANO1 block	i	i	i	i	i	i	i	i

[9] Cc1cc(C)cc(NC(=O)N2CCCN(c3c(Cl)cncc3Cl)CC2)c1
[10] O=c1[nH]c(SCc2ccccc2)nc2[nH]ncc12
[11] O=C(Nc1nnc(-c2ccc3c(c2)CCCC3)o1)c1c(F)cccc1F
[12] COc1ccccc1C1N(c2cc(Cl)ccc2OC)C(=O)C2CCCN21 (stereo not given)
[13] CCOC(=O)c1cnc2c(c(C)nn2C)c1Oc1cc(Cl)cc(Cl)c1
[14] CNc1[nH]c(=O)[nH]c(=O)c1N=Nc1cc(Cl)ccc1Cl
[15] N#C/C(=C\c1ccc(OCc2cccc(C(=O)O)c2)cc1)C(=O)NCc1ccco1
[16] COc1ccc(Cl)c2sc(N(Cc3cccnc3)C(C)=O)nc12

assay / compound	9	10	11	12	13	14	15	16
KCNQ1 pot	i	i	i	i	i	i	i	i
hERG protect	-8	-7	-11	-2	-6	-2	-12	-7
HDAC3 inhib	.	-3	-6	-1	9	-6	4	4
TMEM16A act	i	i	i	i	i	i	i	i
SKKanGAS inh	-5	-6	95*	-4	1	5	21	-5
KCNK3 inh	i	i	i	i	i	i	i	i
RGS4 act	i	i	i	i	i	i	i	i
KCNK9 inh	i	i	i	i	i	i	i	i
RGS4 block	i	i	i	i	i	i	i	i
KCNQ1 block	i	i	i	i	i	i	i	i
ANO1 block	i	i	i	i	i	i	i	i

[17] CCOc1ccc(S(=O)(=O)N2CCC(C(=O)NCCc3ccc(OC)c(OC)c3)CC2)cc1
[18] Cn1c(=O)c2c(ncn2CC(=O)N2CCCc3ccccc32)n(C)c1=O
[19] O=C1c2nccnc2C(=O)N1c1ccc(C(F)(F)F)cc1
[20] CCOc1ccc2nc(COC(=O)c3cccc([N+](=O)[O-])c3)c(C(C)=O)[n+]([O-])c2c1
[21] c1ccc(-n2nnnc2SCc2cn3cccnc3n2)cc1
[22] CCOC(=O)c1ccc(NC(=O)CCNc2c(N3CCCC3)c(=O)c2=O)cc1
[23] CCOC(=O)N1CCN(c2c(NCc3ccccn3)c(=O)c2=O)CC1
[24] COc1ccccc1-c1c(C)nn2c(N3CCC(C)CC3)cc(C)nc12

assay / compound	17	18	19	20	21	22	23	24
KCNQ1 pot	i	i	i	i	i	i	i	i
hERG protect	-6	-6	-6	-8	-13	-7	-6	-11
HDAC3 inhib	0	0	1	2	.	2	2	.
TMEM16A act	i	i	i	i	i	i	i	i
SKKanGAS inh	0	-3	-2	5	-3	2	-1	-7
KCNK3 inh	i	i	i	i	i	i	i	i
RGS4 act	i	i	i	i	i	i	i	i
KCNK9 inh	i	i	i	i	i	i	i	i
RGS4 block	i	i	i	i	i	i	i	i
KCNQ1 block	i	i	i	i	i	i	i	i
ANO1 block	i	i	i	i	i	i	i	i

[25] O=S(=O)(c1cnc(Cl)c(Cl)c1)N1CCN(c2ncccn2)CC1
[26] COc1ccc2nc3c(cc2c1)c(NC(=O)CC(C)C)nn3CC(C)C
[27] CCOC(=O)Cn1nc(-c2ccc(F)cc2)cc(Cc2ccccc2)c1=O
[28] C=CCSc1nc2c(c(=O)[nH]c(=O)n2C)n1C(C)C
[29] CCSc1nc(-c2ccccc2)c(C#N)c(=O)[nH]1
[30] COc1ccc(S(=O)(=O)NCC(=O)O)cc1C(=O)NC1CCCCC1
[31] COc1ccc2[nH]cc(CCNC(=O)Nc3ccccc3)c2c1
[32] Cc1cccc(CSc2ncccc2C(=O)O)c1

assay / compound	25	26	27	28	29	30	31	32
KCNQ1 pot	i	i	i	i	i	i	i	i
hERG protect	-6	-5	-6	-1	-10	-6	-10	-6
HDAC3 inhib	1	-3	6	-1	-1	5	3	-2
TMEM16A act	i	i	i	i	i	i	i	i
SKKanGAS inh	-4	-2	1	-12	-13	-2	-4	-3
KCNK3 inh	i	i	i	i	i	i	i	i
RGS4 act	i	i	i	i	i	i	i	i
KCNK9 inh	i	i	i	i	i	i	i	i
RGS4 block	i	i	i	i	i	i	i	i
KCNQ1 block	i	i	i	i	i	i	i	i
ANO1 block	i	i	i	i	i	i	i	i

[33] COc1ccc(C2CC(=O)N3CN(Cc4ccco4)CSC3=C2C#N)cc1 (stereo not given)
[34] CC(=O)N[C@@H](C)c1nc2ccccc2n1CCNC(=O)[C@H]1CCCN1c1nc(CN2CCCCC2)cs1
[35] Cc1ccc([N+](=O)[O-])cc1S(=O)(=O)N1CCCCC1C(=O)O (stereo not given)
[36] CCn1c(=S)sc2c(=O)n(CC(=O)Nc3ccc(C(C)=O)cc3)c(C)nc21
[37] O=C(NCCCNC(=O)c1cnccn1)c1cccc(F)c1
[38] Cn1nc(C(=O)NCCCN2CCCCC2)c2c1-c1ccccc1S(=O)(=O)C2
[39] CCCN1CNc2c(c(=O)[nH]c(=S)n2CCc2ccc(OC)c(OC)c2)C1
[40] Cc1ccc(OCc2cc(C(=O)NCc3ccc(OC(F)(F)F)cc3)no2)cn1

assay / compound	33	34	35	36	37	38	39	40
KCNQ1 pot	i	i	i	i	i	i	i	i
hERG protect	-4	-4	-10	-12	-7	-6	-9	-2
HDAC3 inhib	37*	-1	0	0	5	11	7	-1
TMEM16A act	i	.	i	i	i	i	i	i
SKKanGAS inh	-3	1	17	-3	-4	7	1	-3
KCNK3 inh	i	.	i	i	i	i	i	i
RGS4 act	i	i	i	i	i	i	i	i
KCNK9 inh	i	i	i	i	i	i	i	i
RGS4 block	i	i	i	i	i	i	i	i
KCNQ1 block	i	i	i	i	i	i	i	i
ANO1 block	i	i	i	i	i	i	i	i

[41] COc1ccc(Nc2c(-c3ccc(OC)cc3)nc3cnccn23)cc1
[42] Fc1cccc2sc(N3CCCC3)nc12
[43] CN(C)S(=O)(=O)c1ccc(Cl)c(C(=O)Nc2nc3ccccc3[nH]2)c1
[44] O=C(NCc1cccs1)c1noc2c1CCCCC2
[45] COc1ccc(NC(=O)CS(=O)(=O)c2cn(CC(=O)N(C(C)C)C(C)C)c3ccccc23)c(OC)c1
[46] CCOC(=O)C1(Cc2ccccc2C(F)(F)F)CCN(Cc2ccon2)CC1
[47] COc1cccc(C2Nc3ccccc3C(=O)N2O)c1O (stereo not given)
[48] C#CCOCCOCCOCCNc1nc(N2CCN(C(=O)[C@H]([C@@H](C)CC)n3cc([C@@H](N)CC(C)C)nn3)CC2)nc(N2CCN(C(=O)[C@H](CCCCN)n3cc([C@@H](N)C(C)CC)nn3)CC2)n1 (stereo not given in full)

assay / compound	41	42	43	44	45	46	47	48
KCNQ1 pot	i	i	i	i	i	i	i	i
hERG protect	-12	-10	-14	-9	-8	-9	-7	-3
HDAC3 inhib	10	-1	2	-7	2	3	8	-1
TMEM16A act	i	i	i	i	i	i	i	i
SKKanGAS inh	-1	4	3	0	-5	-2	-4	-3
KCNK3 inh	i	i	i	i	i	i	i	i
RGS4 act	i	i	i	i	i	i	i	i
KCNK9 inh	i	i	i	i	i	i	i	i
RGS4 block	i	i	i	i	i	i	i	i
KCNQ1 block	i	i	i	i	i	i	i	i
ANO1 block	i	i	i	i	i	i	i	i

# Part of the list above, reformatted:
4	Cc1cc(C(=O)N(NC(=O)C(C)C)c2ccccc2)cs1
  KCNQ1 pot: i
  hERG protect: -9
  HDAC3 inhib: -9
  TMEM16A act: i
  SKKanGAS inh: 7
  KCNK3 inh: i
  RGS4 act: i
  KCNK9 inh: i
  RGS4 block: i
  KCNQ1 block: i
  ANO1 block: i

5	Cc1nc2scc(-c3cccs3)c2c(=O)[nH]1
  KCNQ1 pot: i
  hERG protect: -5
  HDAC3 inhib: -6
  TMEM16A act: i
  SKKanGAS inh: -8
  KCNK3 inh: i
  RGS4 act: i
  KCNK9 inh: i
  RGS4 block: i
  KCNQ1 block: i
  ANO1 block: i

# Values in list order from above.
# Entries 41–47 in KCNQ1 pot, in turn: i, i, i, i, i, i, i
# Entries 41–47 in KCNK3 inh, in turn: i, i, i, i, i, i, i
# Entries 41–47 in KCNK9 inh, in turn: i, i, i, i, i, i, i

# The list continues.
[49] CC1(C)Cc2nc(-c3ccccc3)nc(SCC(=O)N3CCOCC3)c2CO1
[50] O=C(CN1CCOCC1)Nc1ccc(Br)cn1
[51] COc1ccccc1N1CCN(C2CCCN(C(=O)c3cccc(-c4ccco4)c3)C2)CC1 (stereo not given)
[52] OC(COCc1ccco1)CN1CCN(C(c2ccccc2)c2ccccc2)CC1 (stereo not given)

assay / compound	49	50	51	52
KCNQ1 pot	i	i	i	i
hERG protect	-11	-1	-15	-13
HDAC3 inhib	2	-1	-3	2
TMEM16A act	i	i	i	i
SKKanGAS inh	1	2	0	-2
KCNK3 inh	i	i	i	i
RGS4 act	i	i	i	i
KCNK9 inh	i	i	i	i
RGS4 block	i	i	i	i
KCNQ1 block	i	i	i	i
ANO1 block	i	i	i	i

# This is a random part of the collection; 6.3% or so of the library scored in one or more.
